PHOSPHO1 inh: PubChem AID 1565; Phosphoethanolamine/phosphocholine phosphatase (Homo sapiens), Q8TCT1; recombinant PHOSPHO1, absorbance phosphatase assay; inhibition, % at 13.3 µM; 290,000 compounds, 1.1% hits; in the data active = inhibition above about 60%
Target sequence (Q8TCT1 whole entry, looked up): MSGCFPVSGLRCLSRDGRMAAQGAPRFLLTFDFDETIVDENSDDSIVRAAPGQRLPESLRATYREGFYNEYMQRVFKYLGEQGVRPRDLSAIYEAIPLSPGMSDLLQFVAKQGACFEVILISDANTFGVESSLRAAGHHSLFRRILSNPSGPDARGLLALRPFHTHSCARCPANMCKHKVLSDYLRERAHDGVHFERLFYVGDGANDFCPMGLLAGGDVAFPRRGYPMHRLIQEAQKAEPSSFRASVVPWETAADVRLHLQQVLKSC
IDE inh: human IDE inhibitors in live cells, primary screen, fluorescence polarization, HEK cells, FAbetaB substrate | Insulin-degrading enzyme (Homo sapiens), P14735 | FAbetaB cleavage | inhibition, % at 5.59 µM | 320,000 compounds, 0.41% hits | AID 434962, 2010;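 active = percent inhibition above the average of all tested compounds plus 3 SD, set per screening campaign, cut at about 16% in these data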;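 also: IDE supplied by intact live HEK cells; FP after avidin binding of uncleaved biotin substrate so inhibition keeps polarization high; 0% = DMSO wells and 100% = 60 µM reference IDE inhibitor Ii1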
M4 PAM: human M4 muscarinic receptor positive allosteric modulators, primary screen, CHO-K1 cells, Fluo-8 calcium fluorescence; 360,000 compounds, 0.4% hits; CHO-K1 hM4/Gqi5, ACh EC20; 0% = ACh EC20, 100% = maximal ACh; activation, % at 3 µM; Muscarinic acetylcholine receptor M4 (Homo sapiens), P08173;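 active = activation above its plate's cutoff, the mean activation of sample wells plus 3 SD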; also: some results filed as inactive read as strong as hits
p-CIP stab down: p/CIP-EGFP fusion destabilizers, primary screen, fluorescence, F442A cells; 16 h; decrease of EGFP signal, % at 10 µM; 290,000 compounds, 0.01% hits;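 active = EGFP signal decrease of at least 30% at 10 µM or well 3 SD below plate mean, unless failing retest; inactive = the rest, including hits failing retest or dose response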; also: some compounds called inactive have numbers as strong as hits; many of its hits are not listed in these tables
CRFR2-BP ag: agonists of CRF-BP/CRF-R2 complex, primary screen, cell-based, HEK293, calcium dye fluorescence, uHTS; CRF-binding protein / CRF receptor 2 complex (human); calcium dye fluorescence (FLIPR); percent of saturating CRF peptide response; activation, % at 13.2 µM; 350,000 compounds, 0.46% hits; AID 588473, 2011;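 active = activation of at least 50%, plus an integration ratio under a set limit after plate pattern correction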;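 also: plate controls were neutral control wells without compound for no effect and CRF at EC100 for full effect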
CRFR2-BP antag: antagonists of CRF-BP/CRF-R2 complex, primary screen, cell-based, HEK293, calcium dye fluorescence, uHTS; CRF-induced calcium fluorescence; inhibition, % at 11.8 µM; 350,000 compounds, 0.59% hits;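 active = inhibition of the ligand-induced calcium signal above about 50% at the single tested concentration, limit read from the data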
IDE act: human IDE activators in live cells, primary screen, fluorescence polarization, HEK cells, FAbeta-B substrate; AID 493087, 2011; activation, % at 5.96 µM; FAbeta-B cleavage; 0% vehicle, 100% cell-free pure enzyme wells; 340,000 compounds, 0.073% hits; Insulin-degrading enzyme (Homo sapiens), P14735;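 active = activation above the mean of all tested compounds plus 3 SD, set per screening campaign, cut at about 17% in these data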
GalR3 antagonist: GalR3 antagonists in HEK293 cells, primary screen, cell-based, fluorescence readout | Galanin receptor type 3 (Homo sapiens), O60755 | HEK293 GalR3-CNG cAMP membrane potential fluorescence; galR3 body fused to GalR1 C-terminus | inhibition, % at 3 µM | 360,000 compounds, 0.44% hits | AID 651719, 2012;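 active = inhibition above the screen-wide average plus 3 SD, cut at about 13% in these data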;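 also: forskolin and galanin both at EC90 stimulate the cells; cAMP rise reported by CNG channel membrane potential dye signal; 0% = forskolin plus galanin with DMSO and 100% = forskolin alone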
MEKK3 PB1 HTS: modulators of MEKK3-MEK5 PB1 binding, primary screen, biochemical, wildtype MEKK3, multiplex bead flow cytometry, Alexa488-MEK5; Mitogen-activated protein kinase kinase kinase 3 (Homo sapiens), Q99759; bead-based flow cytometry, Alexa488-MEK5 binding to MEKK3; actives lie on both sides; 0 = blocked by unlabeled MEK5, 100 = vehicle; binding response (% of control), % at 10 µM; 290,000 compounds, 1.4% hits; AID 1529, 2009;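 active = binding response more than 3 SD above or below the average of its plate-row segment, actives on both sides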;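 also: Alexa488 bead fluorescence after subtracting the streptavidin-only scavenger bead signal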
Target sequence (Q99759 whole entry, looked up): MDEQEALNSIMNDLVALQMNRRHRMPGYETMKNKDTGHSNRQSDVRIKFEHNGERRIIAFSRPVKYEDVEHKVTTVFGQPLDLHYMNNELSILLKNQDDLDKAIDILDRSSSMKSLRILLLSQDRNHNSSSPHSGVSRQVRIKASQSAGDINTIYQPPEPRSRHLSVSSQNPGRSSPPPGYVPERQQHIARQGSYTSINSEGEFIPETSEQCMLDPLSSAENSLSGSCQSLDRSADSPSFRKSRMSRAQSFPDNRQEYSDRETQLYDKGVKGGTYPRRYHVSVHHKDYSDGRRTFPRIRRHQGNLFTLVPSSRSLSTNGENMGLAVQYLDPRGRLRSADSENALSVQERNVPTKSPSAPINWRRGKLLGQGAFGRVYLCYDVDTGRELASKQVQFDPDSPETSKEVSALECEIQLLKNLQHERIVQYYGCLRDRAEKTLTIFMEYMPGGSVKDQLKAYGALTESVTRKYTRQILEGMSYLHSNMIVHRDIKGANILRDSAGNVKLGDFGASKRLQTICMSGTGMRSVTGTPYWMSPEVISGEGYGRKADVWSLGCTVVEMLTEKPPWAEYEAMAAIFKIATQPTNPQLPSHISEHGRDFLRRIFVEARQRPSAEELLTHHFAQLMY
Numbers without * were called inactive; x = no result given; & = joins results of further samples. The list is partial, so the mix of outcomes need not match the whole.

Every second line gives: IDE inh	GalR3 antagonist	PHOSPHO1 inh	MEKK3 PB1 HTS	M4 PAM	p-CIP stab down	CRFR2-BP ag	IDE act	CRFR2-BP antag
- ClC(Cl)(Cl)c1ccccc1
 : 4	-3	x	x	9	x	-2.7	7	-7
- O=[N+]([O-])c1ccc(N2CCCCCC2)c2nonc12
 : -21	-12	20	104	-19	-784	191*	-68	-136
- C[C@H]1[C@@H](c2ccccc2)O[C@@H](c2ccccc2Br)N1C
 : 6	9	x	x	-1	x	-3.5	2	9
- COc1ccc(C2SCC(=O)Nc3c2c(C)nn3C2CCOC(C)(C)C2)cc1OC (stereo not given)
 : 1	-6	11	98	3	6	-2.8	1	-3
- c1cc(C2N3CCCN2CC3)ccn1 (stereo not given)
 : 1	-1	-12	108	-2	-2	2.6	0	-4
- O=C1CC(c2ccccc2)CC(O)=C1C=NCCN1CCN(C(=O)Cc2ccccc2)CC1 (stereo not given)
 : -2	0	25	117	4	7	0.5	4	0
- O=C(O)c1sc2cc(Cl)ccc2c1Cl
 : 3	x	8	109	x	-12	x	x	x
- OC(CN1CCCCC1)c1c[nH]c2ccccc12 (stereo not given)
 : 4	-11	19	107	-18	-21	1.9	5	-9
- Cc1ccc(C2C(=O)NC(=O)NC2=O)cc1
 : 3	-4	x	x	3	x	-1.4	6	8
- COc1ccc(C(CC(=O)N2CCC3(CC2)OCCO3)NS(=O)(=O)c2ccc(F)cc2)cc1 (stereo not given)
 : -4	0	14	111	9	-4	-2.4	7	4
- O=C1/C(=C/c2cc([N+](=O)[O-])ccc2Cl)N2CCC1CC2
 : 8	-6	15	98	-4	-5	-2.1	2	-6
- O=c1[nH]c(=S)n(CCC2=CCCCC2)c(O)c1/C=N/Nc1ccccc1
 : 1	-7	-163	103	-2	-7	0.3	7	-28
- CC(=O)Nc1ccccc1OP1(=O)COc2ccccc2OC1
 : 0	-2	11	101	4	-8	-0.1	7	1
- CC(C)c1oc(=O)cc2c1[C@@H](O)[C@H]1OC(=O)[C@@]3(C)C[C@@H](O)[C@@H](O)[C@@]2(C)C13 (stereo not given in full)
 : 8	1	1	83	-2	-1	-1.5	2	4
- O=C(c1cccc2ccccc12)C1CCCN(C2CCC2)C1 (stereo not given)
 : -4	-5	31	104	-14	-6	-3.3	-3	-29

7 entries already listed, ordered by length of the SMILES, largest number first:
Every second line gives: IDE inh	GalR3 antagonist	PHOSPHO1 inh	MEKK3 PB1 HTS	M4 PAM	p-CIP stab down	CRFR2-BP ag	IDE act	CRFR2-BP antag
- CC(C)c1oc(=O)cc2c1[C@@H](O)[C@H]1OC(=O)[C@@]3(C)C[C@@H](O)[C@@H](O)[C@@]2(C)C13 (stereo not given in full)
 : 8	1	1	83	-2	-1	-1.5	2	4
- COc1ccc(C(CC(=O)N2CCC3(CC2)OCCO3)NS(=O)(=O)c2ccc(F)cc2)cc1 (stereo not given)
 : -4	0	14	111	9	-4	-2.4	7	4
- O=c1[nH]c(=S)n(CCC2=CCCCC2)c(O)c1/C=N/Nc1ccccc1
 : 1	-7	-163	103	-2	-7	0.3	7	-28
- O=C(c1cccc2ccccc12)C1CCCN(C2CCC2)C1 (stereo not given)
 : -4	-5	31	104	-14	-6	-3.3	-3	-29
- OC(CN1CCCCC1)c1c[nH]c2ccccc12 (stereo not given)
 : 4	-11	19	107	-18	-21	1.9	5	-9
- O=C(O)c1sc2cc(Cl)ccc2c1Cl
 : 3	x	8	109	x	-12	x	x	x
- c1cc(C2N3CCCN2CC3)ccn1 (stereo not given)
 : 1	-1	-12	108	-2	-2	2.6	0	-4

The results go on:
Every second line gives: IDE inh	GalR3 antagonist	PHOSPHO1 inh	MEKK3 PB1 HTS	M4 PAM	p-CIP stab down	CRFR2-BP ag	IDE act	CRFR2-BP antag
- CCCCn1c(O)c(C(C)=NC(C)c2ccccc2)c(=O)[nH]c1=O (stereo not given)
 : 4	1	-25	99	13	-15	-1.4	0	-4
- COc1ccc(-n2c(-c3ccc(C)cc3)nc3ccccc3c2=O)cc1
 : 11	-1	2	97	-2	-18	-1.1	3	3
- CN1C(C(=O)N2CCC3(CC2)OCCO3)=CC(c2ccc(F)cc2)=NS1(=O)=O
 : -4	-4	30	100	-7	-11	-2.6	3	-7
- CCN(CC)C(=O)c1ccc(NC(=O)c2ccc(-n3cncn3)c([N+](=O)[O-])c2)cc1
 : -2	-4	x	x	9	x	-0.6	5	0
- CCCCn1c(O)c(C=NC2CC3CCC2(C)C3(C)C)c(=O)[nH]c1=O (stereo not given)
 : 6	-5	14	102	11	-8	0.6	3	-25
- COc1ccc(NC2=NCCCS2)cc1OC
 : 2	-5	26	100	5	12	-0.3	1	12
- Clc1ccc(C(c2ccccc2)c2ncc[nH]2)cc1 (stereo not given)
 : -2	-1	-1	95	-9	-7	-4.0	-4	23
- CCS(=O)(=O)CCSP(=O)(OC)OC
 : x	-2	x	x	3	x	-0.6	9	-8
- CCCCCCC(=O)N/N=C/c1c(O)n(CCCC)c(=S)[nH]c1=O
 : 3	-3	16	106	-14	-6	0.1	8	15
- Cc1ccc(O)c(C)c1
 : 2	-3	x	x	3	x	-0.6	5	4
- CC(C)(C)C(=O)OCC12CCC(O1)C1(C)C(=O)OCC21 (stereo not given)
 : 1	-3	-10	106	6	-16	-0.7	-6	4
- CSc1ccc(CN2CCN(C(=O)COc3cccc(C)c3)CC2)cc1
 : -4	-9	20	100	-3	-9	-1.4	9	-2
- C[C@]12C=CC(=O)C=C1CC[C@@H]1C2CC[C@]2(C)OC(=O)CCC12 (stereo not given in full)
 : -1	-3	38	105	1	-9	0.5	6	5
- CC(=O)O[C@@]12CO[C@@H]1C[C@H](O)[C@@]1(C)C(=O)[C@H](O)C3=C(C)[C@@H](OC(=O)[C@H](O)[C@@H](NC(=O)c4ccccc4)c4ccccc4)C[C@@](O)([C@@H](OC(=O)c4ccccc4)C12)C3(C)C (stereo not given in full)
 : 14	9	-23	98	2	6	-1.9	1	-2
- COc1ccccc1N1CCN(C2CCCN(C(=O)COc3ccccc3Cl)C2)CC1 (stereo not given)
 : x	1	x	99	-1	-6	-2.5	-9	-8
- CN1CCC(N2CC3CC(C2)c2cccc(=O)n2C3)CC1 (stereo not given)
 : 2	-7	-8	99	4	-18	-3.1	0	18
- CN(C)c1cc(N)c2c(n1)CCC2 (tested in a mixture with another compound)
 : 4	-3	14	104	0	-1	-1.7	5	3
- CC(=O)[C@@]1(O)CCC2C3CC=C4C[C@@H](O)CC[C@]4(C)C3CC[C@@]21C (stereo not given in full)
 : 3	-4	x	x	-1	x	1.0	0	-3
- CCN(CC)CCCOC(=O)C(OC(C)C)(c1ccccc1)c1ccccc1
 : 10	-11	1	89	-16	0	2.0	-2	-58
- O=c1cccc2n1C[C@@H]1C[C@@H]2CN(CC(O)c2ccc([N+](=O)[O-])cc2)C1 (stereo not given in full)
 : x	-7	40	103	7	-1	-0.7	6	0
- Cn1cc(C(=O)OCC(=O)NC2CCCCC2)c2ccccc21
 : -1	-2	x	x	11	x	0.4	-2	-6
- O=C(O)CCCc1ccc(N(CCCl)CCCl)cc1
 : -2	5	11	89	-3	0	-0.5	-1	7
- CC(C)c1ccccc1NC1=NCCCS1
 : 4	-9	24	98	0	-3	0.4	2	1
- C(=NC12CN3CN(CN(C3)C1)C2)c1cccnc1
 : -2	1	-11	102	19*	-2	-1.7	7	-6
- COc1ccc(OC)c(-n2c(O)c(C=Nc3c(C)n(C)n(-c4ccccc4)c3=O)c(=O)[nH]c2=S)c1
 : -5	-2	29	95	-6	-9	0.6	x	14
- CCC(=O)N1CC(=O)Nc2ccc(F)cc2C1c1ccccc1 (stereo not given)
 : -2	4	5	113	6	-1	2.0	2	5
- C=CCn1c(O)c(C(CC)=NC2CC2)c(=O)[nH]c1=O
 : -1	-3	42	104	-5	2	2.0	5	20
- Cc1ccc(-c2nc3ccccc3c(=O)n2-c2cccc(C)n2)cc1
 : -2	8	39	97	-19	9	0.8	x	-17
- Clc1ccc2[nH]c3c(c2c1)CCNC3
 : 1	-10	x	108	-9	2	3.3	5	-26
- CCCCC1(CCC)C(=O)NC(=S)NC1=O
 : x	-5	x	x	10	x	-0.3	3	2
- CCC1CN1P(=S)(N1CC1CC)N1CC1CC (stereo not given)
 : x	-1	x	x	2	x	-3.4	3	-6
- CC(=O)N1CC(=O)Nc2ccc(Br)cc2C1c1ccc(F)cc1 (stereo not given)
 : 0	-8	36	103	-4	-7	0.1	3	12
- CCOc1ccccc1CNCCc1ccc2c(c1)OCO2
 : 1	-8	19	113	-4	-10	-0.2	0	6
- CCn1c(=N)n(Cc2ccccc2F)c2ccccc21
 : -1	-5	0	111	-5	2	-4.4	4	-8
- CC1CN=C(NCc2ccncc2)S1 (stereo not given)
 : 3	-5	4	102	0	-13	-0.7	-1	29
- CC(=Nc1ccccc1N)c1c(O)n(C)c(=O)[nH]c1=O
 : 5	0	3	104	-2	-4	0.1	1	9
- CC1=CC(=O)OC2CC3OC4C[C@@H](C)C5OC6CC7O[C@]8(C)C/C=C\C9OC%10CC%11OC(CC(C)CO)CC(O)[C@]%11(C)OC%10CC9OC8C[C@]7(C)O[C@]6(C)CCC5OC4C[C@]3(C)OC12 (stereo not given in full)
 : 4	-3	1	96	2	-22	2.1	-2	-3
- COC(=O)C1=C(c2ccc(Cl)c(C(F)(F)F)c2)C[C@@H]2CC[C@H]1N2C(=O)NCCCOC(C)C
 : -2	x	x	x	2	x	-1.2	5	5
- COC(=O)C1=C(c2cccc(OC)c2OC)C[C@@H]2CC[C@H]1N2C(=O)N1CCCC1
 : -5	-2	x	93	9	x	1.2	5	-10
- O=C(NC1CN2CCC1CC2)c1ccc(-c2ccc([N+](=O)[O-])cc2)o1 (stereo not given)
 : 8	-6	3	84	15	-14	0.4	5	12
- O=C1Nc2ccccc2C(c2ccccc2)=NC1O (stereo not given)
 : 5	-8	15	106	-3	0	2.6	0	-13
- CCOc1ccc(NC(=O)C2C3c4ccccc4C(c4ccccc43)C2C(=O)O)cc1 (stereo not given)
 : -9	-8	34	101	-1	-5	-0.9	-4	16
- CCOP(=O)(OCC)c1cc(C)c(O)c(C(C)(C)C)c1
 : 1	-3	32	99	16	1	-6.4	1	9
- Cc1ccc(N2C(=O)NC(=O)/C(=C\c3cn(CC(=O)O)c4ccccc34)C2=O)cc1
 : 4	-7	24	104	0	-2	13	-9	-10
- O=C(COc1ccc2c3c(c(=O)oc2c1)CCC3)N1C[C@H]2C[C@@H](C1)c1cccc(=O)n1C2
 : 0	5	29	102	-7	5	-1.1	3	-1
- O=C(c1cc(Cl)cc(Cl)c1)N1Cc2ccccc2-n2nncc2C1
 : x	-5	x	x	3	x	-1.8	x	5
- Cc1cc(Cl)ccc1OCC(=O)O
 : 3	-3	-8	84&95	-1	-3	-0.3	3	-24
- CC(Cc1ccccc1)NC(N)=O (stereo not given)
 : 8	-11	23	98	2	-1	-0.6	2	-4
- CCOC(=O)c1c(N)n(Cc2ccccc2)c2nc3ccccc3nc12
 : 0	-9	30	98	-10	-7	0.3	-5	-10
